PTPN22 inh 2: PTPN22 phosphatase inhibitors, primary screen, biochemical, DiFMUP fluorescence, 2 µM | recombinant LYP catalytic domain | inhibition, % at 2 µM | hit rate 0.21% among 96,000 | AID 640, 2007;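 active = inhibition at 2 µM at or above a set limit, the screen mean plus 3 SD, cut at about 24% in these data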;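 note: 0% = DMSO with enzyme and 100% = enzyme fully blocked by orthovanadate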
Target sequence (Q9Y2R2 whole entry, looked up, the tested form may be a part): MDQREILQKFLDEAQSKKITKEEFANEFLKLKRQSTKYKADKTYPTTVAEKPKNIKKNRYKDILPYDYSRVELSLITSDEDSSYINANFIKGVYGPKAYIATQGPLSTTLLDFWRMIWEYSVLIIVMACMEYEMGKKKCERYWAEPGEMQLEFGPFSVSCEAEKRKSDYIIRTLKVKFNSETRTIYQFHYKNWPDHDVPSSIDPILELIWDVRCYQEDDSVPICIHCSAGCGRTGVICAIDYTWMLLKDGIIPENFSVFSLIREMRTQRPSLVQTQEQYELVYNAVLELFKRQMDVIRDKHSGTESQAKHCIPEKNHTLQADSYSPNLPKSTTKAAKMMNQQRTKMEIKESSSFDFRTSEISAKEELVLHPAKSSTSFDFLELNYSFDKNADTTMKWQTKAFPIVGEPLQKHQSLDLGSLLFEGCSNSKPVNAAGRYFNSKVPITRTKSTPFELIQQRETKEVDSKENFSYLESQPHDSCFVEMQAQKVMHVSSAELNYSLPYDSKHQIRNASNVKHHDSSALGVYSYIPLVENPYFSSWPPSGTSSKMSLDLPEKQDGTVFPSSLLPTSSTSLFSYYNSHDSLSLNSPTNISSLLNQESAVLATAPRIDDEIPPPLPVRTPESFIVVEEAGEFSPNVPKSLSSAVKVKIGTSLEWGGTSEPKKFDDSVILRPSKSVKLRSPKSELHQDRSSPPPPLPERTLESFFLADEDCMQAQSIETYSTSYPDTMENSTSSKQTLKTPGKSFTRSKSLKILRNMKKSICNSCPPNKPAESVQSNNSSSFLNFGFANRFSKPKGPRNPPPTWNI
S1P2 agonist: S1P2 receptor agonists, primary screen, cell-based. S1P2-expressing cell line, agonist reporter read-out. activation, % at 4.5 µM. hit rate 0.46% among 97,000. Sphingosine 1-phosphate receptor 2 (Homo sapiens), O95136. AID 729, 2007; in the data active = activation above about 16%;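 note: 0% = vehicle low control and 100% = maximal reference agonist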
PostGolgi ctrl: growth inhibition of yeast control strain, primary screen, counter-screen for post-Golgi transport modulator project. efflux-deficient yeast background strain, growth absorbance A615, 16 h. inhibition, % at 10 µM. hit rate 5% among 98,000. AID 738, 2007
FAK blocker: FAK kinase inhibitors, primary screen, biochemical; inhibition, %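 (tested at 7 µM)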; biochemical FAK kinase activity assay; hit rate 0.84% among 97,000; Focal adhesion kinase 1 (Homo sapiens), Q05397; in the data active = inhibition above about 19%;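 note: 0% = DMSO and 100% = reference compound high control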
PTPN22 act: LYP phosphatase activators, primary screen, biochemical, DiFMUP fluorescence, 2 µM; Tyrosine-protein phosphatase non-receptor type 22 (Homo sapiens), Q9Y2R2; recombinant LYP; 0 = plate median, 100 = signal doubled; activation, % at 2 µM; hit rate 0.11% among 96,000; AID 697, 2007;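 active = activation at 2 µM above a set limit, the mean plus 5 SD, cut at about 37% in these data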
EphB4 antag: EphB4-ephrin-B2 interaction antagonists, primary screen, biochemical, TNYL-RAW peptide probe, fluorescence polarization; Ephrin type-B receptor 4 (Homo sapiens), P54760; EphB4 LBD / TNYL-RAW-Alexa532 peptide; inhibition, % at 7 µM; hit rate 0.15% among 97,000; AID 720, 2007;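 active = inhibition above the screen-wide mean inhibition plus 3 SD, cut at about 15% in these data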;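 note: 0% = DMSO wells and 100% = excess unlabeled TNYL-RAW peptide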
S1P2 blocker: human S1P2 receptor antagonists, primary screen, cell-based; inhibition, % at 5 µM; cell-based S1P2 antagonist assay, inhibition at 5 uM; hit rate 0.21% among 97,000; in the data active = inhibition above about 45%;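 note: CRE beta-lactamase reporter cells expressing human S1P2 stimulated with S1P; 0% = agonist at EC80 alone and 100% = agonist plus reference antagonist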
PostGolgi yeast: phenotypic screen on post-Golgi transport, primary screen; AID 739, 2007; post-Golgi transport phenotypic cell assay; hit rate 0.9% among 98,000; inhibition, % at 10 µM;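 note: yeast cells grown in 1536-well plates; yeast grown about 18 h at 30C before absorbance read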
Rev-RRE block: HIV-1 Rev-RRE binding inhibitors, primary screen, biochemical, FRET, protein-RNA interaction; Rev peptide-RRE RNA binding; inhibition, % at 8 µM; P05866; hit rate 0.79% among 97,000;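 active = inhibition above the screen-wide mean plus 3 SD, cut at about 35% in these data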;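 note: 0% = median DMSO wells and 100% = median Neomycin B control wells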
Target sequence (P05866 whole entry, looked up): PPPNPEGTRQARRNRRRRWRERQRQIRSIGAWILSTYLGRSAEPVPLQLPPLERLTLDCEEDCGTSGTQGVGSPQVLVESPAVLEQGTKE
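Probe or stimulus: fluorescein-Rev peptide as binding partner; assay system: Cy5-tagged RRE RNA duplex with fluorescein-tagged Rev peptide; timing: 5 min compound–RNA preincubation, then 15 min with peptide, 25 °C; medium: HEPES pH 7.5 buffer with KCl, MgCl2, NaCl and EDTA; signal: fluorescein-to-Cy5 FRET, 480 nm excitation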
* hit, by the source's call; nt = no result given. Cut-off read from the data, not from the text of the source, unless noted: active = inhibition above about 30%; inactive = the rest.

Values run as follows: PTPN22 inh 2, S1P2 agonist, PostGolgi ctrl, FAK blocker, PTPN22 act, EphB4 antag, S1P2 blocker, PostGolgi yeast, Rev-RRE block
> CN(C)c1ccc(NC(=O)Oc2ccccc2)cc1
→ -6, -2, -10, 1, 7, -7, 5, 3, 0
> CC(C)Cn1c2c(c(O)c(C(=O)Nc3ccc(F)cc3)c1=O)CCCC2
→ 11, -9, 8, 2, -13, 0, 7, 5, 19
> Cn1nc(-c2ccc(Cl)cc2)c2cc(C(=O)NCCCN3CCOCC3)sc21
→ 1, -1, -4, 1, -2, -3, 0, -1, 9
> Cc1occc1C(=O)N/N=C/c1cnn(C)c1C
→ -4, -2, nt, -2, 1, 4, 0, nt, 6
> CC(C)=CCCC(C)N(C=O)C(C)CCC=C(C)C (stereo not drawn)
→ -12, -5, nt, 2, 7, -3, -9, nt, -3
> CCN1C(=O)/C(=C/c2cc(C)n(C)c2C)SC1=Nc1ccc(OC)cc1
→ 1, -3, 13, 1, -2, 3, -26, 3, -1
> CCC(OC(=O)c1nsc(Cl)c1Cl)C(=O)NCc1cccs1 (stereo not drawn)
→ -11, -3, nt, 2, 10, -3, -11, nt, 7
> N#CCSc1ncccc1-c1nc2ccccc2[nH]1
→ 0, -3, nt, 1, -1, -2, -11, nt, -2
> CN(C)S(=O)(=O)c1ccc(C(=O)NCCOc2ccccc2)cc1
→ -2, -4, 10, 0, 1, -4, 2, -8, 2
> Cc1ccc(NC(=O)C(CC(C)C)NC(=O)C2CCC(C)CC2)nc1 (stereo not drawn)
→ 2, -5, 6, -2, 0, 10, -13, 0, 6
> O=C(CSc1ccc(Cl)cc1)NC1CCCC1
→ 8, -7, 7, -4, -10, -5, 7, -7, -3
> CCN(CC)CCn1c(NCc2nc3ccccc3n2Cc2ccccc2)nc2ccccc21
→ 8, -1, 23, 2, -8, -2, -28, 13, 18
> CCOC(=O)c1cnn(-c2ccc(C(C)C)cc2)c1NC(=O)C1CCC1
→ 0, -4, 1, 3, 2, 1, 25, 11, 2
> CC1Cc2nc(SCC(=O)NCC3CCCO3)n(Cc3ccccc3)c(=O)c2S1 (stereo not drawn)
→ 13, -4, nt, -1, -12, -2, 7, nt, 10
> CCCCN(C)C/C(O)=C(\C#N)c1nc(-c2ccccc2)cs1
→ 0, 1, -7, -1, 2, 5, -16, 4, 5
> Cc1ccc(C2N(c3ccc(Cl)c(Cl)c3)C(=O)C3CCCN32)o1 (stereo not drawn)
→ -1, -5, 1, -1, -2, 1, 19, 40*, 4
> O=C(CN1CCN(CC(=O)Nc2ccccn2)CC1)Nc1ccccn1
→ -1, -4, 1, -3, -1, 0, 19, -2, 7
> COC(=O)c1ccccc1NC(=O)c1ccc(COc2cc(C)cc(C)c2)o1
→ -11, 1, 31*, -1, 15, -4, -8, 9, 12
> O=C1c2ccccc2C(=O)N1CCCc1nc2ccccc2c(=O)n1-c1cccnc1
→ 3, -5, 20, 2, -4, -5, 6, 0, 3
> O=C(CSc1ccc2nnc(-c3ccc(F)cc3)n2n1)NCc1ccco1
→ -5, -4, nt, 3, 6, 2, -24, nt, 4
> COc1ccc(C2CC(c3ccc(Cl)c(Cl)c3)Nc3nc(N)nn32)cc1 (stereo not drawn)
→ -1, nt, 36*, nt, 0, nt, nt, 1, nt
> CCc1nnc(NC(=O)CSc2nnc(CSc3nc(C)cc(C)n3)n2CC)s1
→ 6, -10, nt, -5, -2, -4, -7, nt, -2
> CSC(=NC#N)N1CCN(c2ccc(Cl)cc2)CC1
→ -4, -4, 19, 0, 7, 3, 1, -3, 1
> Cc1c(Cc2ccc3c(c2)OCO3)sc(NC(=O)C(C)(C)C)c1C#N
→ -2, -2, 3, -2, 0, -1, -42, 3, 21
> Cc1ccc(-c2ccc(=O)n(CC(=O)NCCCN3CCCCC3C)n2)cc1 (stereo not drawn)
→ 0, -3, 9, 0, -4, -12, -2, -8, -5
> O=C(N1CCCCC1)C12CC3CC(CC(C3)C1)C2
→ 2, 11, nt, -1, -3, 4, -5, nt, 1
> COc1ccc(S(N)(=O)=O)cc1C(=O)NCCCN1CCN(c2cccc(Cl)c2)CC1
→ 0, -6, 8, 0, 2, -6, 13, 0, 7
> O=C(/C(=C/c1ccc(Cl)cc1)c1nc2ccccc2[nH]1)c1cccs1
→ 6, -12, 101*, 4, -5, -2, 40, 104*, 6
> CCC1Oc2ccc(C)cc2N(CC(=O)NCCN2CCCCCC2)C1=O (stereo not drawn)
→ 8, -3, 1, 4, -7, -5, -14, 0, -1
> S=C(Nc1ccc(Cl)c(Cl)c1)NC1CCN(Cc2ccccc2)CC1
→ nt, -5, nt, 4, nt, -3, 32, nt, 0
> CNC(=S)N1N=C(c2ccc(OC)cc2)CC1c1ccc(N(C)C)cc1 (stereo not drawn)
→ 5, -2, 3, 7, -1, 1, 5, -3, 5
> CCc1cccc(NC(=O)C2CCCN(S(=O)(=O)c3c(C)[nH]c(=O)[nH]c3=O)C2)c1 (stereo not drawn)
→ 1, -1, 3, 0, 0, 0, -8, -3, 2
> CC(=O)Nc1cccc(NC(=O)C2CC(=O)N(c3ccc(C)cc3)C2)c1 (stereo not drawn)
→ -2, -4, 10, -2, 4, -3, 14, -3, -2
> CCOc1ccc(NC(=O)CN(C)c2nnnn2-c2ccccc2)cc1OCC
→ 1, -2, -1, 1, -3, -8, -8, -3, 0
> O=C(CSC1=NCCS1)Nc1ccccc1F
→ 6, -6, 15, 2, -7, 3, 17, 2, 8
> CCCCn1cnc2c1c(=O)n(C)c(=O)n2C
→ -1, -6, -10, -1, 5, 0, 2, 1, 3
> O=C1c2ccccc2C(=O)C12Cc1ccccc1N1CCN(c3ccccc3)CC12 (stereo not drawn)
→ -2, -6, 25, -1, 0, -7, 12, -5, 6
> O=C(CCCN1C(=O)c2ccccc2C1=O)Nc1ccccc1C(=O)N1CCOCC1
→ -10, 1, 3, -10, 7, -2, 20, 2, 1
> CC(=O)Nc1nn(C)c2nc3cc(C)ccc3cc12
→ 5, -8, 9, -5, -6, 0, -18, 1, 0
> CN(C)N1C(N)=C(C#N)C(c2cccnc2)C2=C1CC(C)(C)CC2=O (stereo not drawn)
→ -4, -4, 6, -7, 6, -8, 9, 1, 2

Reprinted from above, 6 compounds:
Values run as follows: PTPN22 inh 2, S1P2 agonist, PostGolgi ctrl, FAK blocker, PTPN22 act, EphB4 antag, S1P2 blocker, PostGolgi yeast, Rev-RRE block
> CN(C)c1ccc(NC(=O)Oc2ccccc2)cc1
→ -6, -2, -10, 1, 7, -7, 5, 3, 0
> CC(C)Cn1c2c(c(O)c(C(=O)Nc3ccc(F)cc3)c1=O)CCCC2
→ 11, -9, 8, 2, -13, 0, 7, 5, 19
> Cn1nc(-c2ccc(Cl)cc2)c2cc(C(=O)NCCCN3CCOCC3)sc21
→ 1, -1, -4, 1, -2, -3, 0, -1, 9
> Cc1occc1C(=O)N/N=C/c1cnn(C)c1C
→ -4, -2, nt, -2, 1, 4, 0, nt, 6
> CC(C)=CCCC(C)N(C=O)C(C)CCC=C(C)C (stereo not drawn)
→ -12, -5, nt, 2, 7, -3, -9, nt, -3
> CCN1C(=O)/C(=C/c2cc(C)n(C)c2C)SC1=Nc1ccc(OC)cc1
→ 1, -3, 13, 1, -2, 3, -26, 3, -1

Sorted by formula weight (largest number first): part of the list above.
Values run as follows: PTPN22 inh 2, S1P2 agonist, PostGolgi ctrl, FAK blocker, PTPN22 act, EphB4 antag, S1P2 blocker, PostGolgi yeast, Rev-RRE block
> S=C(Nc1ccc(Cl)c(Cl)c1)NC1CCN(Cc2ccccc2)CC1
→ nt, -5, nt, 4, nt, -3, 32, nt, 0
> O=C(/C(=C/c1ccc(Cl)cc1)c1nc2ccccc2[nH]1)c1cccs1
→ 6, -12, 101*, 4, -5, -2, 40, 104*, 6
> CSC(=NC#N)N1CCN(c2ccc(Cl)cc2)CC1
→ -4, -4, 19, 0, 7, 3, 1, -3, 1

Later entries
Values run as follows: PTPN22 inh 2, S1P2 agonist, PostGolgi ctrl, FAK blocker, PTPN22 act, EphB4 antag, S1P2 blocker, PostGolgi yeast, Rev-RRE block
> Cc1cc(NC(=O)CSc2nc3ccccc3c(=O)n2CCCC(=O)NCc2ccccc2)n[nH]1
→ -20, -7, -2, -3, 25, -2, -4, 5, 0
> NC(=O)C(c1ncc(C(F)(F)F)cc1Cl)c1c(Cl)cccc1Cl (stereo not drawn)
→ 4, -2, -7, 4, 0, 4, 10, 1, 5
> CC1=C(C)CC(C(=O)c2ccc(C)cc2)C(C(=O)O)C1 (stereo not drawn)
→ -2, -5, 0, 0, -2, 0, -13, -9, -2
> Cc1ccc(C)c(C(=O)NC2CC(C)(C)NC(C)(C)C2)c1
→ -5, -3, 22, 1, 4, 12, 11, -5, 12
> CCOC(=O)c1cc(C(=O)OCC)c2ccccn2c1=O
→ -6, 12, 2, 0, 2, 5, -24, -1, 4
> O=C(c1ccc(Cl)c(S(=O)(=O)N2CCCC2)c1)N1CCN(c2ccccn2)CC1
→ 1, -1, 3, 0, -1, 7, 6, -1, 4
> O=c1/c(=C/c2cn(-c3ccccc3)nc2-c2ccc(F)cc2)sc2nc3ccccc3n12
→ 11, -5, 4, 3, -8, 2, 21, 1, 5
> O=C(C1CCN(S(=O)(=O)c2cccc3cccnc23)CC1)N1CCc2ccccc21
→ 1, -4, -1, 0, -3, -3, 15, -2, 6
> CSc1nnc2n(-c3ccccc3)c(=O)c3c4c(sc3n12)CCC4
→ -2, 1, 10, 2, 2, -1, -30, 3, 2
> Cc1ccccc1C(=O)c1ccc2c(c1)n(C)c(=O)n2C
→ -4, -4, 3, 2, 2, -10, 7, -1, 15
> OC(CNCCc1ccccc1)c1ccccc1 (stereo not drawn)
→ 6, -10, 2, 0, -3, -6, 13, -7, 3
> Cc1csc(NC(=O)C(Cc2ccccc2)n2cccc2)n1 (stereo not drawn)
→ 12, -5, 18, 0, -13, -2, 12, -1, -2
> Cc1cc(C(=O)NCc2cccnc2)n(-c2ccccc2)n1
→ -12, -6, 10, -3, 11, -4, -2, -5, 3
> C=CCCC(=O)Nc1nc(C)c(-c2csc(Nc3ccc(Cl)cc3Cl)n2)s1
→ -2, -4, 8, -1, 6, -6, -24, 1, 0
> COc1ccccc1/C=C/C(=O)c1cc(Br)ccc1OC(=O)c1ccco1
→ -30, -4, nt, 1, 26, 1, -2, nt, 10
> N#CCSc1nnc(-c2ccccc2O)n1CCc1ccccc1
→ -8, -7, 4, -2, 6, 4, 16, 14, 0
> CC(C)C1CC(c2csc(N)n2)CCO1 (stereo not drawn)
→ 1, -8, 2, -1, -2, -9, -13, 4, -1
> N=c1ccn(Cc2ccccc2Cl)cc1
→ 14, -3, 4, -1, -12, -5, -3, 5, 7
> CC(C)NC(=O)CN1CCC(O)(c2ccccc2)CC1
→ -10, -15, 9, -4, 9, -5, -2, 7, 1
